LMP1 NFkB inh = EBV LMP1-driven NF-kappaB luciferase reporter inhibitors, primary screen, cell-based, luminescence, single point | LMP1-induced NF-kappaB luciferase reporter cells | inhibition, % at 12.5 µM | 0.69% of 350,000 active | AID 504558, 2011; in the data active = inhibition above about 41%;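 also: 0% = neutral control wells and 100% = reference inhibitor control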
NCOA2 inhibitor = inhibition of GAL4-SRC2 driven luciferase reporter, primary screen, SRC2 inhibitor project, cell-based, luminescence | Nuclear receptor coactivator 2 (Homo sapiens), Q15596 | HEK293 GAL4-SRC2 luciferase reporter | inhibition, % at 9 µM | 0.17% of 370,000 active | AID 651957, 2012;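 active = inhibition above the mean inhibition of all tested compounds plus 3 SD, set per campaign, cut at about 52% in these data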;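 also: 0% = DMSO treated cells and 100% = cells given Gossypol at 36 µM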
Target sequence (Q15596 whole entry, looked up, the tested form may be a part): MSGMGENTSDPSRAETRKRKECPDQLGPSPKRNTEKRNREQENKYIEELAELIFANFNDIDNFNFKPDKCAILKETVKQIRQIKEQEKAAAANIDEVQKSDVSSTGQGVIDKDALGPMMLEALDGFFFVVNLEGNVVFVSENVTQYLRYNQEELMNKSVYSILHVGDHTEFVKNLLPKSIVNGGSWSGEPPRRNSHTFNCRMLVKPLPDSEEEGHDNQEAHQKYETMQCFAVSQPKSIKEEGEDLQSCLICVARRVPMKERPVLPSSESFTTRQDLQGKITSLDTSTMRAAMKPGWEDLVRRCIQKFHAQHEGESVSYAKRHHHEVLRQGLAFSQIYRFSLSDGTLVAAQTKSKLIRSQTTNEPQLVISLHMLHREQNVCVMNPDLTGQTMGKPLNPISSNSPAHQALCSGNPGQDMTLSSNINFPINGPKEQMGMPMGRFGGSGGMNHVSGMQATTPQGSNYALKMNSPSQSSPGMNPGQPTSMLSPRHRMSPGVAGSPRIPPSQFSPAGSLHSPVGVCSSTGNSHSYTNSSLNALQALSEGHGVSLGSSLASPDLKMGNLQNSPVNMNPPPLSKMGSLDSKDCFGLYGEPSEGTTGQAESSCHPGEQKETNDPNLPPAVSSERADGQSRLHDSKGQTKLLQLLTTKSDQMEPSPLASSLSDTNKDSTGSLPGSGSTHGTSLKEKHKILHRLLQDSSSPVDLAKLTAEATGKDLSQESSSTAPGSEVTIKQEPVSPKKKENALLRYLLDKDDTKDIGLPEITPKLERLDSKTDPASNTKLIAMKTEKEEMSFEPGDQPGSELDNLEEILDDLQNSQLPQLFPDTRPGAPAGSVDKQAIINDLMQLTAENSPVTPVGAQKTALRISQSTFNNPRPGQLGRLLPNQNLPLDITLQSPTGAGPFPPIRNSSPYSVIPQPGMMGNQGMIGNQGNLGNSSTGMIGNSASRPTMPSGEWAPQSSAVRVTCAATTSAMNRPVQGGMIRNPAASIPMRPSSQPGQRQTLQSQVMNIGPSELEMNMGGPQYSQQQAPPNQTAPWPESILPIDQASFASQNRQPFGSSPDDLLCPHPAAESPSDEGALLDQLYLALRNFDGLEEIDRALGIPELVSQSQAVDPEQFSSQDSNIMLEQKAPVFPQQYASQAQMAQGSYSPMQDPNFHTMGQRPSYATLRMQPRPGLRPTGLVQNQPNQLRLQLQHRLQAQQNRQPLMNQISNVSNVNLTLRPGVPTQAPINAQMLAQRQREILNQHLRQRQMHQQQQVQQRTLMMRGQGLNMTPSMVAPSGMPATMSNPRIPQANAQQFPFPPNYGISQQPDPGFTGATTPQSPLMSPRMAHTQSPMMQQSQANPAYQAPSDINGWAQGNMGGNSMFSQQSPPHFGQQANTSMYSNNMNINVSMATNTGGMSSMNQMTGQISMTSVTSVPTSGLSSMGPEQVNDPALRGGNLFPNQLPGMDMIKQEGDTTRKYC
NOD2-RIPK2 inh = NOD2-RIPK2 binding disruptors in cells, primary screen, fluorescence, CHO cells, BLA complementation; Receptor-interacting serine/threonine-protein kinase 2 (Homo sapiens), O43353; CCF4 ratio; inhibition, % at 4.98 µM; 0.38% of 360,000 active; in the data active = inhibition above about 21%;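 also: 0% = vehicle only and 100% = reference blocker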
MC4R ag barr = MC4R agonists recruiting beta-arrestin, primary screen, cell-based, luminescence, agonist arm of biased-ligand search | AID 540308, 2011 | U2OS MC4R beta-arrestin complementation; percent of melanotan II response, DMSO zero | Melanocortin receptor 4 (Homo sapiens), P32245 | 0.98% of 360,000 active | activation, % at 8.9 µM;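 active = activation above a per-plate cutoff, the mean activation of sample wells on that plate plus 3 SD, cut at about 8% in these data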
ABHD5-PLIN5 inh = ABHD5-PLIN5 interaction inhibitors, primary screen, cell lysate, split luciferase complementation, luminescence | Perilipin-5 (Homo sapiens) + 1-acylglycerol-3-phosphate O-acyltransferase ABHD5 (Homo … | Split G. princeps luciferase complementation, 4 h | inhibition, % at 4 µM | 0.78% of 360,000 active | AID 602281, 2012;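 active = inhibition above the mean inhibition across every tested compound plus 3 SD, cut at about 22% in these data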;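 also: 0% = DMSO only wells and the 100% control is not disclosed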
MC4R antagonist = MC4R antagonists of cAMP signaling, primary screen, cell-based, TR-FRET, antagonist arm of biased-ligand search | MC4R-expressing cells, MTII-stimulated cAMP, LANCE TR-FRET | 0.48% of 360,000 active | Melanocortin receptor 4 (Homo sapiens), P32245 | inhibition, % at 6.5 µM | AID 540295, 2011;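 active = inhibition above its plate's cutoff, the mean of tested wells on that plate plus 3 SD, cut at about 29% in these data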;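 also: 0% = Melanotan II alone and 100% = Melanotan II plus saturating MCL0020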
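Material: human MC4R-expressing U2OS cells. Probe or stimulus: Melanotan II challenge. Dosing: 6.5 µM single dose. Times: 30-min compound, 1-h challenge, 1-h detection, room temperature. Technique: TR-FRET with Eu-cAMP and labeled anti-cAMP, 671 nm. Replication: singlicate.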
NCOA3 inh = SRC3 coactivator transcriptional activity inhibitors, primary screen, cell-based, luminescence; Nuclear receptor coactivator 3 (Homo sapiens), Q9Y6Q9; HEK293 GAL4-SRC3 luciferase reporter; inhibition, % at 3.6 µM; 0.17% of 360,000 active;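 active = inhibition above a per-campaign cutoff, the mean of all compounds plus 3 SD, cut at about 60% in these data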;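 also: 0% = DMSO-treated cells and 100% = gossypol-treated cells at 36 µM; higher means less SRC3-driven luciferase light from the GAL4 reporter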
LRH-1 inv ag = LRH-1 (NR5A2) inverse agonists, primary screen, cell-based, luminescence, HEK293T, StAR-luciferase reporter; Nuclear receptor subfamily 5 group A member 2 (Homo sapiens), O00482; LRH-1 transfected, 24 h; inhibition, % at 3.6 µM; 0.13% of 360,000 active; AID 602396, 2012;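 active = inhibition above the mean inhibition of all tested compounds plus 3 SD, cut at about 73% in these data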;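 also: 0% = DMSO wells and 100% = reporter-only cells lacking LRH-1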
TLR9-MyD88 inh = inhibitors of TLR9-MyD88 association in cells, primary screen, cell-based, CHO, BLA complementation, fluorescence; CCF4 FRET ratio; inhibition, % at 4.98 µM; 0.21% of 340,000 active;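 active = inhibition above the mean over all tested compounds plus 3 SD, cut at about 21% in these data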;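 also: 0% = DMSO only wells and 100% = clavulanate BLA inhibitor control wells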
NR2F2 inh = NR2F2 transcriptional activity inhibitors, primary screen, cell-based, luciferase reporter, HEK293T, luminescence | COUP transcription factor 2 (Homo sapiens), P24468 | HEK293T NGFI-A luciferase reporter | inhibition, % at 8.6 µM | 0.7% of 370,000 active | AID 686940, 2013;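 active = inhibition above a per-plate cutoff, mean inhibition of test wells between control levels plus 3 SD, cut at about 38% in these data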;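 also: cells cotransfected with COUP-TFII expression vector driving the NGFI-A reporter; 0% = median of COUP-TF2 test wells and 100% = reporter-only cells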
SRC1 inh = SRC1 coactivator transcriptional activity inhibitors, primary screen, cell-based, luminescence | Nuclear receptor coactivator 1 (Homo sapiens), Q15788 | HEK293 GAL4-SRC1 luciferase reporter | inhibition, % at 3.6 µM | 0.12% of 360,000 active | AID 588354, 2011;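 active = inhibition above the campaign mean plus 3 SD, with each screening campaign given its own cutoff, cut at about 60% in these data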;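 also: 0% = DMSO treated cells and 100% = gossypol at 36 µM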
* = called active by the depositor; x = no result given.

SMILES | LMP1 NFkB inh | NCOA2 inhibitor | NOD2-RIPK2 inh | MC4R ag barr | ABHD5-PLIN5 inh | MC4R antagonist | NCOA3 inh | LRH-1 inv ag | TLR9-MyD88 inh | NR2F2 inh | SRC1 inh
CCCCCCN1C(=O)C(O)=C(C(C)=O)C1c1ccccc1[N+](=O)[O-] (configuration not stated) | -8 | 2 | -6 | -1.6 | -9 | 5 | 2 | 5 | -3 | 0 | -15
CCOc1ccc(C2CC(=O)NC3=C2C(=O)CCC3)cc1Cl (configuration not stated) | -2 | -1 | -3 | -1.5 | -3 | 3 | 2 | -11 | 6 | -4 | -21
CC1(C)Cc2c(sc(NC(=O)/C=C/C(=O)O)c2C#N)CO1 | 1 | -37 | 1 | -1.7 | 5 | 1 | 12 | 7 | -2 | 6 | 10
O=C(COc1ccc(Cl)cc1Cl)NN1C(=O)C2C3C=CC([C@@H]2C1=O)C31CC1 (some centres not stated) | 1 | -6 | 2 | -0.9 | -1 | 1 | 1 | 3 | -2 | -12 | 10
COC(=O)c1ccccc1NS(=O)(=O)c1cn(C)c(=O)n(C)c1=O | 18 | 16 | 1 | -0.9 | -3 | 2 | 11 | -8 | -9 | 17 | -15
CCN1CCN(S(=O)(=O)c2cc(C(=O)O)ccc2Cl)CC1 | -2 | -19 | -11 | 0.3 | -5 | 16 | 11 | 14 | -6 | -4 | -27
Cc1ccc(C2=NN(CCC(=O)NCCCN3CCOCC3)C(=O)CC2)cc1 | 6 | 5 | -4 | -0.1 | 2 | -1 | 3 | 0 | 6 | -2 | -18
C=CCn1c(CNC(=O)CCC)nc2ccccc21 | 12 | 2 | 3 | -1.6 | 0 | -2 | 25 | 1 | 1 | 14 | -5
O=C(Nc1cc(Cl)ccc1-n1cncn1)c1cc(S(=O)(=O)N2CCOCC2)ccc1F | 2 | -13 | -6 | 1.6 | -8 | 15 | -15 | 1 | -3 | 2 | -25
CC(=O)Nc1ccc(NC(=O)CSc2nnc(-c3cccnc3)o2)cc1 | -12 | -5 | -3 | -5.1 | -10 | 2 | -3 | 17 | -4 | -7 | -34
COc1ccc(C(=O)NCCNc2ncc(C(F)(F)F)cc2Cl)cc1[N+](=O)[O-] | 8 | -1 | -4 | 0.0 | 2 | 1 | 16 | -5 | -12 | -8 | 4
COC(=O)C(C)NC(=O)c1ccc(C(C)(C)C)cc1 (configuration not stated) | -10 | -21 | -3 | -1.0 | -1 | -3 | -25 | -27 | -2 | -8 | -34
S=C(NCCNC(=S)Nc1ccccc1Cl)Nc1ccccc1Cl | 8 | 1 | -6 | 0.2 | -8 | 6 | 8 | -1 | -2 | 23 | -10
CCN(CC)c1nc(N2CCN(C)CC2)nc2ccccc12 | -10 | 4 | -2 | 1.1 | 8 | 5 | -8 | 3 | -1 | -14 | 11
O=C(Nc1cc(C(F)(F)F)ccc1N1CCCC1)C1CC(=O)N(Cc2ccccc2)C1 (configuration not stated) | 0 | -4 | 1 | -1.1 | -6 | 2 | 3 | 0 | 0 | 12 | -4
Cc1nnc(NC(=O)CN2CCN(Cc3ccc(F)cc3Cl)CC2)s1 | -2 | 6 | 8 | -1.0 | 7 | -4 | 1 | -6 | -1 | 5 | -4
COc1ccccc1C(=O)C1CCCN(C(=O)c2cn3cc(Cl)ccc3n2)C1 (configuration not stated) | -8 | -13 | 5 | -3.2 | 2 | 3 | -1 | -1 | -12 | -29 | -4
Cc1cc(C)nc(N2CCCC(C(=O)NCc3ccc4c(c3)OCO4)C2)n1 (configuration not stated) | 6 | -2 | 1 | 2.2 | -4 | 5 | -2 | 5 | 3 | 7 | 0
COc1ccc(C(=O)CN2C(=O)COc3ccccc32)cc1 | -6 | -16 | 6 | -1.3 | -1 | -1 | 7 | 5 | 3 | 19 | -16
O=P(COCCOCCOCCOCP(=O)(c1ccccc1)c1ccccc1)(c1ccccc1)c1ccccc1 | -10 | 2 | 6 | -2.8 | 6 | 4 | 1 | -1 | -7 | 10 | -1
CC(=O)c1ccc(NC(=O)CSc2nc(=O)n(CCN3CCOCC3)c3c2CCC3)cc1 | 4 | -1 | -4 | -2.6 | 8 | -2 | 6 | 3 | 4 | 2 | -21
C=CCOCCn1[nH]c2ccccc2c1=O | 4 | -9 | -5 | -1.1 | -2 | 3 | 3 | 17 | 10 | 7 | -8
Cc1c(NC(=O)C(C)Oc2cccc(Cl)c2)c(=O)n(-c2ccccc2)n1C (configuration not stated) | -8 | 0 | -2 | -3.8 | 2 | 1 | 18 | 15 | 6 | 1 | -21
CC(=O)Nc1ccc(NC(=O)CSc2nc3c([nH]c4ccccc43)c(=O)n2-c2ccccc2F)cc1 | -2 | -10 | -6 | -2.5 | 5 | 18 | 2 | 22 | 4 | -24 | -5
COc1cnc(-c2ccccc2)[nH]c1=O | -13 | -13 | -13 | -3.5 | -3 | 2 | -11 | 18 | -5 | 10 | -11
O=[N+]([O-])c1ccccc1Nc1c2ccccc2nc2ccccc12 | 12 | 12 | -8 | 6.3 | -7 | -2 | -20 | 0 | 3 | 37 | 2
Cc1ccccc1CNC(=O)C1CCC(=O)N(Cc2cccc(F)c2)C1 (configuration not stated) | -8 | 0 | -4 | -0.6 | 5 | -7 | -1 | -9 | -9 | 1 | 1
CCCCCNC(=O)C(c1ccc(C#N)cc1)n1c(=O)c(-c2ccco2)nc2ccccc21 (configuration not stated) | x | 4 | -5 | x | 75* | x | x | 4 | x | -9 | x
Cc1cc(C(=O)N(C)C)sc1-c1ccccc1 | -15 | -45 | -2 | -1.2 | -3 | 2 | -46 | -120 | 4 | -25 | -93
C/C(=N\NC(=O)c1c(Cl)cnn1C)c1ccc(NC(=O)c2ccncc2)cc1 | 1 | -4 | -6 | 3.1 | 9 | -8 | 8 | -11 | -3 | -8 | -10
Brc1ccc(NCc2cccc3ccccc23)nc1 | -11 | -24 | -10 | -0.1 | -5 | 0 | 0 | -1 | 10 | 4 | -8
Cc1ocnc1C(=O)Nc1ccc(Cl)cc1 | -21 | -16 | -3 | -1.1 | -2 | 4 | -62 | -54 | -16 | -31 | -52
COc1ccc2oc(C(=O)NNC(=O)c3ccc(F)cc3)c(C)c2c1 | -7 | -32 | 7 | -3.6 | -11 | 10 | -25 | -20 | 4 | 13 | -35
CCOc1ccc(S(=O)(=O)NCCC(=O)NCC2COc3ccccc3O2)cc1 (configuration not stated) | 2 | -6 | -1 | 0.7 | -1 | 9 | -6 | 10 | -6 | -14 | 7
Cn1c(=O)oc2cc(S(=O)(=O)NCCN3CCc4ccccc4C3)ccc21 | 4 | 5 | -15 | 2.3 | 4 | 1 | 0 | 31 | -8 | -2 | 0
COc1cccc(CNc2nc3ccc(NC(C)=O)cc3s2)c1 | 4 | -10 | -2 | -2.0 | 1 | 4 | -19 | 18 | -2 | -1 | 12
Cc1nn(CCOc2ccc(Br)cc2)c(C)c1[N+](=O)[O-] | -6 | -22 | -16 | -1.2 | 1 | -9 | 5 | -19 | 0 | -6 | 14
CC(NS(=O)(=O)c1ccc2c(c1)c(=O)n(C)c(=O)n2C)C(=O)NC1CCCCC1 (configuration not stated) | -3 | -19 | 2 | 1.5 | -3 | 5 | 4 | 3 | -5 | -7 | 3
Cc1ccc([N+](=O)[O-])cc1NC(=O)c1ccc(-c2ccccc2)cc1 | 7 | 11 | -5 | 6.6 | -2 | 7 | 3 | 3 | 9 | -1 | -3
CCN(C[C@H]1N[C@@](C)(C(=O)OC)[C@H]2C(=O)N(C)C(=O)[C@@H]12)C(=O)Nc1ccc(C)cc1 | -6 | -5 | -2 | -0.8 | 1 | -1 | 10 | 5 | 1 | 7 | -7
COc1ccc(NC(=O)c2cncc(Br)c2)cc1S(=O)(=O)N1CCCCC1 | 6 | 5 | -9 | -2.7 | -2 | 3 | 10 | -13 | -1 | 2 | 5
COc1ccc(S(=O)(=O)N2CCN(C)CC2)cc1NC(=O)c1ccccc1C | -1 | 23 | -3 | -1.5 | -1 | 2 | -11 | -7 | 3 | -7 | -40
Cc1csc(=O)n1CC(=O)OCC(=O)NNC(=O)c1ccc(Cl)cc1 | -7 | 1 | 5 | -1.2 | -4 | 3 | 5 | 2 | -5 | 1 | -4
O=C(NCc1cccnc1)c1cccn2c(=O)c3sccc3nc12 | 3 | 0 | -10 | -1.7 | 3 | -7 | -2 | 43 | 3 | 12 | 8
Cc1cccc(-c2nc3c(c(SCC(=O)N4CCOCC4)n2)Cc2c(CO)cnc(C)c2O3)c1 | 6 | x | -5 | 1.4 | 2 | 4 | 19 | -1 | -12 | x | -32
CCOC(=O)C1(CCCc2ccccc2)CCN(C(=O)CN2C(=O)CSC2=O)CC1 | 0 | 1 | -12 | 1.0 | 1 | 9 | 1 | -13 | 0 | 11 | -6
CCN(CC)S(=O)(=O)c1ccc(F)c(C(=O)NCCC(C)C)c1 | -5 | 3 | -10 | 0.7 | 4 | -9 | -12 | -4 | 1 | 6 | 3
CCc1nnc(NC(=O)CSc2ccc(-c3ccco3)nn2)s1 | 0 | 4 | 1 | -1.3 | 2 | 0 | 6 | 17 | 1 | 6 | -17
CCc1nc2ccc(C(=O)NCCCN3CCN(c4ccc(F)cc4)CC3)cc2nc1CC | -9 | -19 | 4 | 0.9 | 5 | 8 | -5 | 10 | -10 | -2 | -3

One compound at a time, from the list above.
S=C(NCCNC(=S)Nc1ccccc1Cl)Nc1ccccc1Cl across the screens: LMP1 NFkB inh: 8; NCOA2 inhibitor: 1; NOD2-RIPK2 inh: -6; MC4R ag barr: 0.2; ABHD5-PLIN5 inh: -8; MC4R antagonist: 6; NCOA3 inh: 8; LRH-1 inv ag: -1; TLR9-MyD88 inh: -2; NR2F2 inh: 23; SRC1 inh: -10
O=C(NCc1cccnc1)c1cccn2c(=O)c3sccc3nc12 across the screens: LMP1 NFkB inh: 3; NCOA2 inhibitor: 0; NOD2-RIPK2 inh: -10; MC4R ag barr: -1.7; ABHD5-PLIN5 inh: 3; MC4R antagonist: -7; NCOA3 inh: -2; LRH-1 inv ag: 43; TLR9-MyD88 inh: 3; NR2F2 inh: 12; SRC1 inh: 8

Some of the compounds tested; rates above refer to the full screens.
